Source: PubChem
NFkB transloc inh = inhibitors of IL-1B driven NFkB p65 nuclear import, primary screen, imaging, HUVEC, IL-1B stimulus, high-content imaging; HUVEC IL-1B NFkB p65 nuclear translocation imaging; AID 796, 2007; inhibition, % at 2 µM; 0.43% of 94,000 active;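 active means inhibition above about 30% together with a positive call from visual inspection of the well image, limit read from the data; inconclusive means inhibition above a set limit but visual check negative; inactive means inhibition not above a set limit, visual check negative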;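 further: nuclear over cytoplasmic p65 intensity ratio measured by imaging; 0% = IL-1B stimulated DMSO wells and 100% = unstimulated DMSO wells; values of inactives mirror those of a sister screen read the other way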
PLAP inhibitors HTS = PLAP enzyme inhibitors, biochemical, luminescence, HTS (AID 690); Alkaline phosphatase, placental type (Homo sapiens); purified PLAP, luminescent substrate; higher % means a stronger effect; inhibition, % at 20 µM, or IC50 in µM where a hit was titrated; 0.08% of 96,000 active; in the data active means a potency from the dose series; inactive means the rest, 99 in 100 with inhibition below about 30%; further: strong numbers were not always called active
Bcl-B displacement = displacers of TR3 peptide from Bcl-B, primary screen, selectivity assay for Bfl-1 inhibitor project, biochemical, fluorescence polarization; Bcl-2-like protein 10 (Homo sapiens); FP displacement of FITC-TR3 peptide from Bcl-B; higher % means a stronger effect; displacement, % at 20 µM, or IC50 in µM where a hit was titrated; 0.11% of 96,000 active; AID 748, 2007;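 active means displacement above 50% at 20 µM plus a fluorescence interference ratio under 1.5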;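 further: plate controls were wells without compound for no effect and wells lacking Bcl-B protein for full effect; a part of the inactive calls stands beside numbers as strong as those of hits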
MRP reversal = reversal of MRP1-mediated doxorubicin resistance, primary screen, H69AR cells, doxorubicin co-treatment; H69AR cells + 2 uM doxorubicin, CellTiter-Glo, 72 h; differential viability (reversal), % at 10 µM; 0.04% of 85,000 active; AID 602, 2007;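 active means viability drop by adding the cancer drug above about 55%, with treated viability meeting a 40% cutoff, limit read from the data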;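 further: viability without doxorubicin minus viability with 2 µM doxorubicin for each compound; larger differential means the compound sensitizes cells more to doxorubicin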
NFkB transloc pot = enhancers of NFkB p65 translocation in HUVEC – imaging, IL-1B stimulus, high-content imaging, primary screen | 0.3% of 94,000 active | HUVEC IL-1B NFkB p65 nuclear translocation imaging | activation, % at 2 µM;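 active means activation above 40%, about the mean plus 3 SD, also judged a hit on visual image review; inconclusive means activation above 40% but not a hit on visual review; inactive means activation not above 40% and no visual hit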;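 further: percent activation is computed from the nuclear over cytoplasmic p65 intensity ratio; values of inactives mirror those of a sister screen read the other way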
MRP reversal cytotoxicity = second read-out of MRP reversal, no call of its own (marks repeat the call); viability, %; H69AR cells, CellTiter-Glo, 72 h; measured here: cytotoxicity without doxorubicin
MRP reversal with doxorubicin = recorded beside MRP reversal, whose call it bears; viability, %; measured here: viability with 2 uM doxorubicin; stronger effect = lower value
NFkB transloc inh cell count 2 µM = also measured in NFkB transloc inh; calls as there; cell count; measured here: cells passing quality filter;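 raw number of nuclei counted in each imaged well without normalization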
NFkB transloc pot cell count 2 µM = further read-out of NFkB transloc pot, marked with its call; cell count; measured here: cells passing quality filter
* hit, by the source's call; ? = inconclusive; nt = not tested or not shown. Some of the compounds tested; the hit share may differ from the screen's.

Start of the listing, in advance:
SMILES | NFkB transloc inh | NFkB transloc inh cell count 2 µM | PLAP inhibitors HTS | Bcl-B displacement | MRP reversal | MRP reversal cytotoxicity | MRP reversal with doxorubicin | NFkB transloc pot | NFkB transloc pot cell count 2 µM
CCN(C(=O)COc1cc(=O)n(C)c2ccccc12)c1cccc(Cl)c1 | -6 | 189 | -29% | 5% | 1 | 93 | 92 | 6 | 189
CC1(C)Cc2c(C#N)c(SCCC#N)nc(N3CCOCC3)c2CS1 | nt | nt | -50% | 0% | 28 | 71 | 43 | nt | nt

This part in full, previewed entries included:
SMILES | NFkB transloc inh | NFkB transloc inh cell count 2 µM | PLAP inhibitors HTS | Bcl-B displacement | MRP reversal | MRP reversal cytotoxicity | MRP reversal with doxorubicin | NFkB transloc pot | NFkB transloc pot cell count 2 µM
CCN(C(=O)COc1cc(=O)n(C)c2ccccc12)c1cccc(Cl)c1 | -6 | 189 | -29% | 5% | 1 | 93 | 92 | 6 | 189
CC1(C)Cc2c(C#N)c(SCCC#N)nc(N3CCOCC3)c2CS1 | nt | nt | -50% | 0% | 28 | 71 | 43 | nt | nt
Cc1oc(-c2ccccc2Cl)nc1CSCC(=O)NC1CC1 | 0 | 78 | 14% | -6% | 41 | 117 | 76 | 3 | 78
O=C1/C(=C\c2ccc3c(c2)OCO3)CCC/C1=C/c1ccc2c(c1)OCO2 | 10 | 78 | 8% | -110% | nt | nt | nt | -10 | 78
O=C(CS(=O)(=O)Cc1ccccc1)N1CCN(Cc2ccc3c(c2)OCO3)CC1 | 3 | 153 | 9% | -11% | 8 | 93 | 84 | -3 | 153
CCOP(=O)(OCC)c1nc(/C=C/c2ccccc2)oc1NCc1ccc(OC)cc1 | 13 | 90 | -63% | -10% | 7 | 105 | 98 | -13 | 90
COc1ccc(Cl)cc1NC(=O)c1ccccc1C | 9 | 100 | nt | nt | 3 | 81 | 78 | -9 | 100
CN(c1ccc(C(=O)N2CCN(c3ccc(F)cc3)CC2)cc1)S(C)(=O)=O | -12 | 105 | -70% | -1% | -8 | 69 | 77 | 12 | 105
Cc1[nH]n(C(N)=S)c(=O)c1N=Nc1ccc(S(=O)(=O)N2CCCCCC2)cc1 | -9 | 145 | -44% | -2% | 7 | 88 | 82 | 9 | 145
COC(=O)CN(c1ccc(OC)cc1)S(=O)(=O)c1ccc(OC)c(OC)c1 | -26 | 165 | -35% | 8% | 11 | 101 | 90 | 26 | 165
Cc1oc(-c2ccccc2)nc1C(=O)Nc1nccs1 | -3 | 153 | -96% | -109% | -7 | 74 | 81 | 3 | 153
COc1ccc(CNc2nn[nH]n2)cc1OC | -8 | 144 | 14% | -5% | -5 | 95 | 100 | 3 | 57
COc1c(C)cc(S(=O)(=O)NC2CC(C)(C)NC(C)(C)C2)c(C)c1C | -23 | 145 | nt | nt | 0 | 95 | 95 | 23 | 145
O=C(NCc1ccc2c(c1)OCO2)C1CCN(S(=O)(=O)c2cccs2)CC1 | -1 | 181 | -12% | -6% | -12 | 86 | 98 | 1 | 181
O=C1C2C3C=CC(C3=C(c3ccccc3)c3ccccc3)C2C(=O)N1Cc1ccccc1 (stereo not drawn) | -16 | 146 | 4% | -15% | 10 | 97 | 86 | 16 | 146
COc1cccc(NC(=O)c2oc3ccccc3c2NC(C)=O)c1 | -12 | 126 | -13% | 12% | 5 | 88 | 83 | 12 | 126
Cc1nn(CC(=O)Nc2nc3ccccc3s2)c(C)c1[N+](=O)[O-] | 3 | 108 | 3% | 4% | nt | nt | nt | -3 | 108
O=C(NCc1ccccc1C(F)(F)F)C1CC(c2ccccc2[N+](=O)[O-])=NO1 (stereo not drawn) | -4 | 131 | 23% | -8% | nt | nt | nt | 4 | 131
Nc1ncnc2nc(SCCc3ccccc3)[nH]c12 | nt | nt | -98% | 4% | 4 | 66 | 62 | nt | nt
COc1ccccc1NC(=O)C1=C(C)Nc2nnnn2C1c1cc(Br)ccc1OC (stereo not drawn) | 6 | 139 | -12% | -2% | -14 | 17 | 31 | -6 | 139
COc1ccc(CCNC(=O)C2CCN(S(=O)(=O)c3c(C)noc3C)CC2)cc1OC | 2 | 78 | -38% | -6% | 13 | 97 | 84 | -2 | 78
Cc1csc(NC(=O)CCn2c(=O)oc3ccccc32)n1 | 10 | 66 | nt | nt | 18 | 94 | 76 | -10 | 66
CCC(NC(=O)Nn1cnnc1)(C(F)(F)F)C(F)(F)F | -12 | 107 | nt | nt | 15 | 107 | 92 | 12 | 107
O=c1ccc(NS(=O)(=O)c2ccc(Cl)cc2)cn1Cc1ccc(Cl)c(Cl)c1 | 3 | 116 | -18% | -5% | nt | nt | nt | -3 | 116
CC(C)CSc1nnc(N)s1 | 8 | 202 | 4% | 2% | 4 | 95 | 91 | -8 | 202

Next part
SMILES | NFkB transloc inh | NFkB transloc inh cell count 2 µM | PLAP inhibitors HTS | Bcl-B displacement | MRP reversal | MRP reversal cytotoxicity | MRP reversal with doxorubicin | NFkB transloc pot | NFkB transloc pot cell count 2 µM
Cc1ccccc1S(=O)(=O)NC1OC(=O)C(Cl)=C1Cl (stereo not drawn) | -10 | 112 | 7% | -1% | -10 | 7 | 17 | 10 | 112
Cc1ccccc1C(=O)N/N=C/c1ccncc1 | nt | nt | -5% | -7% | nt | nt | nt | nt | nt
O=C(c1ccccc1-c1nc(-c2ccccc2)no1)N1CCCC1 | 10 | 166 | nt | nt | nt | nt | nt | -10 | 166
O=C(c1ccc(Cl)cc1)c1oc2ccccc2c1CS(=O)c1ccc(Cl)cc1 (stereo not drawn) | -1 | 175 | -2% | 12% | nt | nt | nt | 1 | 175
Cc1ccc(C)c(NC(=O)C2CC=CCC2C(=O)O)c1 (stereo not drawn) | -2 | 135 | -18% | -1% | 6 | 92 | 87 | 2 | 135
COc1cc(S(=O)(=O)Nc2ccccn2)ccc1F | -4 | 190 | -11% | -1% | -12 | 87 | 99 | 4 | 190
O=C(Nc1ccccc1)c1ccc(S(=O)(=O)N2CCCC2)cc1 | nt | nt | 5% | 0% | 10 | 90 | 81 | nt | nt
C=CCn1c(Cc2cccs2)nnc1SCC(=O)c1ccc2ccccc2c1 | -2 | 95 | -30% | 3% | 10 | 82 | 71 | 2 | 95
COc1cccc(CNC(=O)C2CCN(S(=O)(=O)N3CC(C)CC(C)C3)CC2)c1 (stereo not drawn) | 0 | 134 | -6% | -10% | 10 | 97 | 88 | 0 | 134
O=S(=O)(c1ccc2c(c1)OCO2)N1CCN(c2nnnn2-c2ccccc2)CC1 | nt | nt | -12% | 4% | 9 | 89 | 80 | nt | nt
C=CCNS(=O)(=O)c1cccc2cc(C(=O)O)c(O)cc12 | 4 | 120 | -25% | 42% | 1 | 89 | 88 | -3 | 120
CCOC(=O)N1CCC(N2C(=O)c3ccccc3C2Nc2cc(C(=O)OC)cc(C(=O)OC)c2)CC1 (stereo not drawn) | -42 | 160 | -59% | 3% | 11 | 92 | 81 | 42* | 160*
Cc1ccc(-n2c(SCC(N)=O)nnc2-c2ccccn2)cc1 | -3 | 178 | -8% | -5% | 16 | 107 | 92 | 3 | 178
C/C(Cn1cnc([N+](=O)[O-])n1)=N\NC(=O)c1ccccc1F | 4 | 131 | nt | nt | 2 | 98 | 96 | -4 | 131
O=C1CCc2cc(S(=O)(=O)N3CCC(C(=O)NC4CCCc5ccccc54)CC3)ccc2N1 (stereo not drawn) | -38 | 174 | -7% | -21% | 2 | 88 | 86 | 38 | 174
O=C(NC1(C(F)(F)F)NC(=O)N(Cc2cccnc2)C1=O)c1ccccc1 (stereo not drawn) | 4 | 147 | -7% | -2% | 9 | 94 | 85 | -4 | 147
O=C(Cc1ccccc1)N/N=C/c1ccc(Cl)cc1Cl | 2 | 110 | -4% | -9% | nt | nt | nt | -2 | 110
O=C(c1noc2c1CCCC2)N1CCN(c2ccc(F)cc2)CC1 | 0 | 133 | 8% | 5% | 7 | 99 | 92 | 0 | 133
C=CCNC(=O)c1ccc(OC)cc1OC | -5 | 165 | 12% | -1% | 3 | 92 | 88 | 5 | 165
COc1ccccc1N1CCN(CCN2C(=O)CC(=C3c4ccccc4-c4ccccc43)C2=O)CC1 | 2 | 129 | nt | nt | -7 | 68 | 75 | -2 | 129
C/C=C/C(=O)OCC(=O)Nc1c(Cl)cccc1Cl | -5 | 153 | 6% | 2% | nt | nt | nt | 5 | 153
CC1CCCCN1C(=O)Nc1cccc(Cl)c1 (stereo not drawn) | -2 | 84 | 21% | -2% | 4 | 91 | 87 | 2 | 84
CCNC(=O)CSc1nc2ccccc2c(=O)n1CCCOC(C)C | nt | nt | -45% | -8% | 20 | 100 | 80 | nt | nt
C=C(C)c1cccc(C(C)(C)NC(=O)N2CCN(c3ccccn3)CC2)c1 | nt | nt | 8% | -7% | 7 | 98 | 90 | nt | nt
Cc1cc(F)ccc1S(=O)(=O)Nc1ccccc1C(=O)Nc1ccc2[nH]c(=O)[nH]c2c1 | nt | nt | -35% | 1% | 20 | 112 | 92 | nt | nt

Continuation:
SMILES | NFkB transloc inh | NFkB transloc inh cell count 2 µM | PLAP inhibitors HTS | Bcl-B displacement | MRP reversal | MRP reversal cytotoxicity | MRP reversal with doxorubicin | NFkB transloc pot | NFkB transloc pot cell count 2 µM
COC(=O)C1CCN(CC(N)=O)CC1 | 13 | 105 | 18% | 7% | -8 | 88 | 97 | -13 | 105
CC(C)CCNC(=O)C1CCN(c2nnc(-n3cccc3)s2)CC1 | 2 | 59 | -9% | -1% | -15 | 82 | 96 | -2 | 59
Cc1cnc(SCCc2ccncc2)nc1C | nt | nt | 5% | 0% | nt | nt | nt | nt | nt
COc1ccccc1-c1nc(C#N)c(N2CCCCCC2)o1 | nt | nt | -41% | 13% | -35 | 46 | 81 | nt | nt
CCOc1cccc(C(=O)Nc2cccc(-c3nnc(-c4ccc(C)cc4)o3)c2)c1 | 4 | 181 | 6% | 0% | nt | nt | nt | -5 | 181
CCCCNC(=O)Nc1ccon1 | -71 | 163 | 6% | -6% | -14 | 91 | 105 | ? | nt
CCOC(=O)N1CCC(NC(=O)c2cc3c(=O)n(C)c4ccccc4c3n2C)CC1 | -9 | 48 | -35% | -5% | -8 | 55 | 64 | 9 | 48
COc1ccc(S(=O)(=O)N(C(C)=O)c2ccc3oc(=O)sc3c2)cc1 | -1 | 108 | -6% | 1% | 12 | 73 | 61 | 1 | 108
COC(=O)CCN(C(=O)c1cccc(OC(C)=O)c1)c1ccccn1 | -14 | 178 | -18% | 3% | 2 | 93 | 91 | 14 | 178
C/C(=N/OC(=O)c1ccc(C)cc1)c1ccc(N2C(=O)C3CCCCC3C2=O)cc1 (stereo not drawn) | 4 | 163 | -5% | 4% | nt | nt | nt | -4 | 163
CCn1cnc2cc(NS(=O)(=O)c3ccc(C)cc3)ccc21 | -16 | 190 | 9% | 3% | 5 | 90 | 85 | 16 | 190
CC(=O)Nc1cc(C(F)(F)F)ccc1OCC1CCCO1 (stereo not drawn) | -1 | 84 | 14% | -3% | -14 | 60 | 74 | 1 | 84
CCN(CC)C(=O)c1cc(-c2ccc(Br)cc2)on1 | 8 | 106 | -6% | 3% | 8 | 95 | 87 | -8 | 106
COc1ccc2occ(C(=O)c3ccc(N=C(C)N(C)C)cc3)c2c1 | -13 | 56 | -54% | -5% | 13 | 72 | 58 | 13 | 56
Clc1ccc(Cl)c(OCCN2CCOCC2)c1 | 2 | 177 | -11% | 1% | -4 | 97 | 101 | -2 | 177
COC(=O)c1ccc(CNC(=O)COc2ccccc2Br)o1 | -11 | 157 | -6% | 1% | 2 | 96 | 95 | 11 | 157
COc1cccc(N2CCN(C3CC(=O)N(c4ccc(Cl)cc4)C3=O)CC2)c1 (stereo not drawn) | -3 | 188 | -15% | -10% | -5 | 106 | 111 | 3 | 188
CCOC(=O)C1=C(C)NC(SCC(N)=O)=C(C#N)C1c1ccccc1 (stereo not drawn) | -13 | 140 | 24% | -1% | nt | nt | nt | 13 | 140
Cc1cnc(Nc2nc3ccccc3o2)nc1C(=O)Nc1cccc(C(F)(F)F)c1 | -22 | 150 | -34% | 7% | 0 | 1 | 1 | 22 | 150
